# KDM5B inhibitor: Primary screen for KDM5B Histone Demethylases FDH-coupled qHTS. 220,000 compounds, 2.6% hits. Lysine-specific demethylase 5B (Homo sapiens), Q9UGL1. KDM5B demethylase, FDH-coupled NADH fluorescence (FDH is formaldehyde dehydrogenase). Potency, µM (titrated, usually from 57.7 µM), for inactives: top-dose activity change, negative = inhibition, actives largely listed as inhibitors. AID 1347165, 2019; active means well fitted inhibition curve with a large enough effect; inconclusive means small, poorly fitted or top-dose-only effect; inactive means no such curve, though single readings can be large or run the other way; further: 0% is about no effect; nearly all actives have a fitted effect of over 70% in size
# Target sequence (Q9UGL1 whole entry, looked up): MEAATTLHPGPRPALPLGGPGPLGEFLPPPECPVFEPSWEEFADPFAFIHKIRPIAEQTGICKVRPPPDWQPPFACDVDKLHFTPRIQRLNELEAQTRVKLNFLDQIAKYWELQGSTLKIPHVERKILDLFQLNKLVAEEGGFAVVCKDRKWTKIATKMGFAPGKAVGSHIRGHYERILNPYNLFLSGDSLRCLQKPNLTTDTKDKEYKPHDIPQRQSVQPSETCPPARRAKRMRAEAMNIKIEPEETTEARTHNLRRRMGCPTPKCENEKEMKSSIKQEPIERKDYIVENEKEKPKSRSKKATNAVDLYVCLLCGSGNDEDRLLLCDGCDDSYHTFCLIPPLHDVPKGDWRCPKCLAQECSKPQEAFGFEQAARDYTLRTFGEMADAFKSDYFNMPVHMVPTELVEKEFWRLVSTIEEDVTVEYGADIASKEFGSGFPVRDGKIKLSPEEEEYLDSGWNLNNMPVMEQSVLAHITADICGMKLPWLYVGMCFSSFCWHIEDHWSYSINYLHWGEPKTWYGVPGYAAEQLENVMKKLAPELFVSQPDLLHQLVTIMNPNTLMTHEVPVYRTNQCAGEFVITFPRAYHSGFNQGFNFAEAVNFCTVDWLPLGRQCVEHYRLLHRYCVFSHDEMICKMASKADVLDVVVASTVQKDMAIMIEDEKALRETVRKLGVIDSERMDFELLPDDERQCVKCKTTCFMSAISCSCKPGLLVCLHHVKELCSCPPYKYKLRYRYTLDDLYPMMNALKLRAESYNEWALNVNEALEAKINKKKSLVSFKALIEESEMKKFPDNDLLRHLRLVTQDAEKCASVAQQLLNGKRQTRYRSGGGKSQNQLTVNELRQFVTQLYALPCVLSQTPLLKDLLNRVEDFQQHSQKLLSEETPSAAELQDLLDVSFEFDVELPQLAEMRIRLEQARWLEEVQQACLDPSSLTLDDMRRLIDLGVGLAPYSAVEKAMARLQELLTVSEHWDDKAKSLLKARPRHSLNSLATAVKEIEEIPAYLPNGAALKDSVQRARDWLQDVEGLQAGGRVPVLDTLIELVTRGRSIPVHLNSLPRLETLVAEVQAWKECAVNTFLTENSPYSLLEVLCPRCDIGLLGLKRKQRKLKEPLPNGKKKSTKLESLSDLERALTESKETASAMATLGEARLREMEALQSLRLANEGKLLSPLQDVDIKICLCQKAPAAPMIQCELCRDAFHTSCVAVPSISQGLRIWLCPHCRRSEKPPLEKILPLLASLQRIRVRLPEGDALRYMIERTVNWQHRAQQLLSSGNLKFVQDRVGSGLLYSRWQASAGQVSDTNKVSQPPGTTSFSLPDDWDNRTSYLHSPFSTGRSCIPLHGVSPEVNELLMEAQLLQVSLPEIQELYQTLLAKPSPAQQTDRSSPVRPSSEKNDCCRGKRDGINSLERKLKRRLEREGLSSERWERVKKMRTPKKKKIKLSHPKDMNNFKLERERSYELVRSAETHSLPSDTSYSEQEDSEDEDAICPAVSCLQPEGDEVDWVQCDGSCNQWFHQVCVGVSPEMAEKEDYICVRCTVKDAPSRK
#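 qHTS format, multiple compound concentrations. Buffer 50 mM HEPES pH 7.5/0.01% Tween-20; 200 nM KDM5BΔAP final; 10 min compound preincubation; substrate-mix levels 12.5 µM peptide, 25 µM α-KG, 0.25 mM NAD⁺; 30 min RT; ΔRFU.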
# Starred values were filed as active, the others as inactive; i = inactive; ? = inconclusive; [ ] = another dose, or the depositor's remark. Potency means the concentration at half of the fitted maximal effect. These rows are one share of the data (hit frequency here may not be typical).
no.	mol	KDM5B inhibitor
1	C=CCn1c(N2CCOCC2)nc2c1c(=O)n(C)c(=O)n2C	10%
2	Nc1ncc(-c2ccccc2)c(-c2ccc(OCc3ccccc3F)cc2O)n1	-13%
3	CCCN(CC1CC1)C(=O)CCC[C@H]1NC[C@@H]2C[C@H]1CN(Cc1ccccc1)C2	-29%
4	COc1ccccc1CCC(=O)N1CC(c2noc(-c3ccccc3)n2)C1	-3%
5	COc1ccc(/C=C2\CCn3c2nc2cc(C(=O)O)ccc2c3=O)cc1	?
6	CC(=O)c1cccc(NS(=O)(=O)c2ccc3[nH]c4c(c3c2)CCCCCC4)c1	-27%
7	CC(NCc1ccc2c(c1)n(C)c(=O)n2C)c1ccccc1 (centres undefined)	?
8	CCOc1ccc(C(=O)Nc2cccc(-c3nc4cc(C)ccc4o3)c2)cc1	-8%
9	O/N=C/c1ccc(OCc2ccc(Cl)c(Cl)c2)cc1	-14%
10	COc1cc(OC)c2c(C)c(CC(=O)NCc3ccc4c(c3)OCO4)c(=O)oc2c1	-46%
11	COc1ccccc1OC1(C(=O)O)CCN(Cc2cnn(C)c2C)CC1	?
12	Cc1cc(C)cc(CCC(=O)N2CCC3(CC2)C(C(=O)O)CC(=O)N3C)c1 (centres undefined)	-14%
13	Cc1ccc(CNC(=O)c2ccc3c(c2)c(C)c(C)n3Cc2ccccc2)o1	?
14	Cc1cc(/C(N)=N/OC(=O)Nc2cccc(C(F)(F)F)c2)no1	17%
15	CC(C)NC(=O)C1c2ccccc2C(=O)N(C2CCCC2)C12CCCC2 (centres undefined)	-17%
16	O=C(Cc1ccc(Cl)cc1)NCC(c1cccs1)S(=O)(=O)c1ccccc1 (centres undefined)	-7%
17	CCCN(Cc1ccc(OC)cc1)Cc1cc(=O)oc2ccc(C)cc12	-1%
18	COc1ccc(Cn2c(C(=O)O)c(CNC3CCCC3)c3ccc(C)cc32)cc1	10%
19	COC(=O)c1ccc(CN2CCN(CC(C)C)C(CCO)C2)cc1 (centres undefined)	21%
20	COc1ccc(-c2cnc3n[nH]c(-c4ccc(F)cc4C)c3n2)cc1	?

# The list goes on:
no.	mol	KDM5B inhibitor
21	Cc1ccccc1C(=O)Nc1cccc(C(=O)OCc2cc(=O)n3nc(C4CC4)sc3n2)c1	16%
22	O=C(Cc1ccccc1Cl)N1CCC(Cc2nc(-c3ccccc3)no2)CC1	-2%
23	CCCNC(=O)c1cc2ccc(OC)cc2nc1C	?
24	Cc1ccccc1C1CCCN1S(=O)(=O)c1ccc(C(C)(C)C)cc1 (centres undefined)	4%
25	COc1ccc(C(=O)/C=C/c2ccsc2)cc1CSCC(=O)O	-26%
26	COc1ccc(C(=O)NCC(c2cccnc2)N2CCN(c3ccccc3F)CC2)cc1OC (centres undefined)	-11%
27	CC1CCC2(CC1)OCC(C(=O)NCc1ccccc1F)N2C(=O)c1ccccc1F (centres undefined)	2%
28	COc1ccc(NC(=O)CSC2=Nc3ccccc3C3=NC(Cc4ccccc4)C(=O)N23)cc1 (centres undefined)	?
29	Cc1ccccc1C(=O)Nc1ccc(C(=O)NNC(=S)Nc2ccccc2)cc1	9%
30	CCOC(=O)C1=C(C)N=c2s/c(=C\c3cccc(OCC(=O)O)c3)c(=O)n2C1c1ccccc1OC (centres undefined)	?
31	O=C(NC1CCCCC1)[C@@H]1Cc2nc[nH]c2CN1Cc1ccc(C(F)(F)F)cc1	-23%[86.2 µM]
32	O=C(c1cncc(N2CCCC(CCc3cccc(F)c3)C2)n1)N1CCCCC1 (centres undefined)	25µM*
33	COc1cc(NS(=O)(=O)c2cnc(N)nc2)cc(OC)c1	-14%
34	Cc1ccc(C(=O)Nc2cc3c(cc2N2CCCC2)n(C)c(=O)c(=O)n3C)cc1	?
35	Cc1ccccc1C1CC(=O)NC2=C1C(=O)CC(C)(C)C2 (centres undefined)	2%
36	O=C1CC2(CCN(Cc3ccc(F)cc3)CC2)Oc2ccccc21	28µM*
37	O=C(Nc1ccccc1)c1cnc2c(c1)N(C(=O)Cc1ccc(O)cc1)CCC2	?
38	Cc1ccc(S(=O)(=O)Nc2cnc3ccccc3c2)c(C)c1C	-29%
39	O=C1OC[C@@H]2CCN(Cc3ccc(Cl)cc3)Cc3ccc(F)cc3N12	-26%[86.2 µM]
40	C/C(=N\O)c1cccc(-n2cccc2)c1	-19%

# Remaining list, next part.
no.	mol	KDM5B inhibitor
41	COc1ccc(-c2cc(C(F)(F)F)nc(SCCC(=O)N3CCCC3)n2)cc1	15%
42	CCCNc1nc(-c2[nH]c(C)c(C(C)=O)c2C)cs1	?
43	Cc1ccc(C)c(Nc2cc(C(=O)NC3CCCCC3)c3ccccc3n2)c1	-31%
44	CCn1ccc2cc(S(=O)(=O)N3CCCN(C(=O)Nc4cccc(SC)c4)CC3)ccc21	-30%
45	COC(=O)C1=CN(Cc2cccs2)C=C(C(=O)OC)C1c1ccc(Cl)c(F)c1	i
46	Cc1ccc(NC(=O)Nc2cn(C)c(=O)c3ccccc23)c(Cl)c1	?
47	CCOc1cc(=O)n2c(c1C(=O)NCc1ccc(C)o1)CCCCC2	-4%
48	Cc1csc(NC(=O)C(C)Oc2ccc(Cl)cc2C)n1 (centres undefined)	-2%
49	FC(F)(F)c1cc(-c2ccccn2)nc2c(-c3ccc(Cl)cc3)cnn12	12%
50	Cc1cc(CN2CCC3(CC2)CN(c2ncccn2)CC3CO)n(C)n1 (centres undefined)	32µM*
51	CNC1CCc2nn(C)c(=O)n2CC1 (centres undefined)	-13%
52	CC(=O)c1c(C)n(-c2ccc(C)cc2C)c2ccc(OCC(N)=O)cc12	10%
53	COCC1CN(C)CC12CCN(C(=O)CCc1ccc(OC)cc1)CC2 (centres undefined)	?
54	CCOC(=O)c1cccc(NC(=O)N2CC(CC)Oc3ccccc32)c1 (centres undefined)	-5%
55	Cc1ncc(-c2ccc(C)c(S(=O)(=O)Nc3cccc(Cl)c3C)c2)o1	-1%
56	Cn1c(=O)ccn(CC(=O)Nc2nc(C3CC3)cs2)c1=O	11%
57	Cc1nc(SCC(=O)Nc2ccc3c(c2)OCCCO3)c(C#N)c(C)c1C	-15%
58	Cc1cc(C)c(S(=O)(=O)N2CCn3c(nn(CC4CC4)c3=O)C2)cc1C	57%[activator]
59	CC1CCCN(S(=O)(=O)c2cc3ccccc3oc2=O)C1 (centres undefined)	4%
60	Cc1ccc(C(=O)C(C)Oc2ccc3ccc(=O)oc3c2)cc1 (centres undefined)	90%[activator]

# Later entries:
no.	mol	KDM5B inhibitor
61	Cc1ccc(S(=O)(=O)c2nnn3c2nc(N2CCCCC2)c2ccccc23)cc1	-5%[115 µM]
62	Cc1ccccc1OCCn1cc(C(=O)c2ccco2)c2ccccc21	19%
63	CC(C)c1nc2c(c(-c3ccc(O)cc3)n1)CN(C(=O)C1CC1)CC2	1%[86.2 µM]
64	COC(=O)c1cccc2c1CCCN2C(=O)c1cnc2c(cnn2C(C)C)c1	12%
65	Cc1ccc(CNC(=O)CCCCCn2c(=O)[nH]c3ccccc3c2=O)cc1	?
66	Cc1ccc(Nc2nnc(SCC(=O)NC3CC3)s2)cc1	11%
67	CCc1cccc(-n2nnc(-c3nc(-c4ccccc4Cl)no3)c2N)c1	0%
68	CCCNC(=O)c1cnn2c(C(F)F)cc(-c3ccccc3)nc12	?
69	CCOc1ccc(CCNC(=O)c2nc(-c3cccc(F)c3)n3c2CCCCC3)cc1OCC	-20%
70	CCOC(=O)Cc1csc(NC(=S)NC(=O)c2cc(OC)c(OC)c(OC)c2)n1	-14%
71	Cc1nnnn1-c1cccc(-c2nc(Cc3cccs3)nn2CCO)c1	4%
72	COc1ccc(Cc2nc3nccc(-c4ccc(F)cc4OC)n3n2)cc1	18µM*
73	COc1ccc(N2CCN(C(=O)CCc3c(C)nc4cc(-c5ccc(OC)cc5OC)nn4c3C)CC2)cc1	-30%
74	Cc1cc(=O)n(CC(=O)NCc2ccccc2Br)c(N(C)Cc2ccccc2)n1	?
75	COc1nc2ccccc2cc1-c1noc(-c2cccc(C)c2)n1	-18%
76	COCCOc1ccc2c(n1)CCN(C(=O)c1ccc(C(C)C)cc1)C2	15%
77	CCCNC(=S)NNC(=O)c1cccc(N(C)C)c1	17%
78	COc1ccc(Br)cc1CNC(=O)c1ccc2c(c1)N(Cc1ccc(C)cc1)CCS2	?
79	CC(C)(C)n1ccc(C(=O)N2CCN(c3cccc(Cl)c3)C(=O)C2)c1	-5%
80	CCOc1cc(C2CC(=O)Nc3c2c(=O)nc(SCc2cccc(Cl)c2)n3C)ccc1O (centres undefined)	-10%

# An excerpt from above in order of count of non-hydrogen atoms, lowest first.
no.	mol	KDM5B inhibitor
75	COc1nc2ccccc2cc1-c1noc(-c2cccc(C)c2)n1	-18%
71	Cc1nnnn1-c1cccc(-c2nc(Cc3cccs3)nn2CCO)c1	4%
64	COC(=O)c1cccc2c1CCCN2C(=O)c1cnc2c(cnn2C(C)C)c1	12%
70	CCOC(=O)Cc1csc(NC(=S)NC(=O)c2cc(OC)c(OC)c(OC)c2)n1	-14%
80	CCOc1cc(C2CC(=O)Nc3c2c(=O)nc(SCc2cccc(Cl)c2)n3C)ccc1O (centres undefined)	-10%
73	COc1ccc(N2CCN(C(=O)CCc3c(C)nc4cc(-c5ccc(OC)cc5OC)nn4c3C)CC2)cc1	-30%

# (next part)
no.	mol	KDM5B inhibitor
81	Cc1ccc2c(c1)Cc1cc3cccc(C)c3nc1-2	-14%
82	COc1cccc(NC(=O)C(C)OC(=O)c2ccc3ccccc3n2)c1 (centres undefined)	-10%
83	CCCCc1ccc2nc(NC(=O)c3ccc(F)cc3)sc2c1	?
84	Cn1cccc1C(=O)N1CCC2(CC1)CN(C1CCC1)CC2CO (centres undefined)	?
85	CC1(C)C2CCC1(C)C(Nc1ccccc1)C2 (centres undefined)	?
86	CNC(=O)[C@@H]1C[C@H](n2cc(CNS(=O)(=O)c3cc(C)ccc3F)nn2)CN1	-18%
87	COc1cccc(NC(=O)N[C@H](C)c2onc(-c3ccc(F)cc3)c2C(=O)O)c1	-14%[86.2 µM]
88	O=C(Cn1cccc1-c1nc(-c2ccc(F)c(Br)c2)no1)NC1CCCC1	-11%
89	Cc1ccc(OCC(=O)N2CCC(CCOc3ccc(F)cc3)C2)cc1 (centres undefined)	-12%
90	COc1ccc(-c2ccc3nc(-c4c(F)c(F)cc(F)c4F)oc3c2)c(OC)c1OC	i
91	Cn1c(=O)c2sc3c(c2n(CC(=O)c2ccccc2)c1=O)COC(C)(C)C3	15%
92	CC(C)NC(=O)[C@@H]1C[C@H](N)CN1C(=O)c1ccccc1-c1ncc[nH]1	-11%
93	Cc1ncsc1C(=O)NCc1ccc(N2CCCCCC2)nc1	12%
94	O=C(NC1CCc2nnc(C3CC3)n2CC1)c1cc(C2CC2)[nH]n1 (centres undefined)	-34%
95	CCCCCc1ccc(C(=O)CC)cc1	-9%
96	COc1cc(OC(F)(F)F)ccc1C(=O)N1CCC(c2nnc3n2C(C(=O)O)CC3)CC1 (centres undefined)	?
97	O=C(CCCc1cccs1)N1CCCC1	19%
98	Clc1cccc(-c2nc(-c3ccncc3)no2)c1	8%
99	CCN(CC)CCNC(=O)c1ccc(Cn2c(SCc3ccccc3)nc3ccncc32)cc1	0%
100	Fc1ccc(CCNC(=S)NCc2ccc(Cl)cc2)cc1	-7%

# (next part)
no.	mol	KDM5B inhibitor
101	CCOc1ccc(C2CC(=O)NC2=O)cc1 (centres undefined)	25%
102	Cc1ccc(S(=O)(=O)NCCC(=O)NNC(=O)COc2ccccc2Cl)cc1C	23%
103	O=C(c1ccc(Cl)cc1)N1CCC2(CC1)CN(c1ccccc1)C(=O)c1ccccc1O2	-23%[115 µM]
104	CNC(=S)NNC(=O)c1oc2nc(-c3ccccc3)cc(-c3ccco3)c2c1N	-5%
105	COc1ccccc1OCC(=O)c1c(C)[nH]c2ccccc12	8%
106	COc1ccc(Br)cc1COC(=O)c1ccc(OC)c(OC)c1OC	-3%
107	O=C1NCCCCCN(C(=O)c2cnccn2)[C@H]2CCC[C@@H]12	-18%
108	COC[C@@H]1CN(C(=O)c2ccoc2C)C[C@H]1c1nc(C)no1	-16%
109	COc1ccc(Nc2nc3c(S(=O)(=O)c4ccc(Br)cc4)nnn3c3ccsc23)c(OC)c1	-19%
110	Cc1cccc(NC(=O)C2Cn3cccc3C(=O)N2)c1 (centres undefined)	3%
111	CCN(CC)CCCNc1oc(/C=C/c2ccccc2OC)nc1C#N	i
112	COc1cc2oc(=O)c(CC(=O)N3CCC(O)(c4ccc(Cl)cc4)CC3)c(C)c2cc1OC	?
113	COc1ccc(Cn2c(-c3ccccc3)nc(C)c(CCO)c2=O)cc1F	-4%
114	Cc1noc(C)c1-c1cc2cc(C(C)C)oc2c(Nc2ccn(C)n2)n1	?
115	CN1CCC(OC2CCN(S(=O)(=O)c3ccccc3C(F)(F)F)CC2)CC1	-3%
116	CN1N=C(C(C)(C)C)CSC1=Nc1ccccc1	-21%
117	CCn1c(=O)c2ccnn2c2ccc(C(=O)NCCCOC(C)C)cc21	32µM*
118	Fc1cccc(COc2ccc(-c3nnco3)cc2)c1F	13%
119	COc1ccc(-c2ccc3c(N)c(C(=O)c4ccc(OC)c(OC)c4)sc3n2)cc1	-22%
120	CCc1ccc2oc(=O)cc(CN3CCC4(CC3)OCCO4)c2c1	-13%

# The list goes on:
no.	mol	KDM5B inhibitor
121	Cc1cc2ccccn2c1C(=O)c1ccc(-c2ccccc2)cc1	10%
122	Cc1ccc(NC(=O)Cn2ccn3nc4c(c3c2=O)CC(C)CC4)cc1C (centres undefined)	?
123	CCOC(=O)c1ccc(CN(Cc2ccccc2C)S(=O)(=O)c2ccc(C(C)(C)C)cc2)cc1	-4%
124	CN1CCN(C(=O)c2ccccc2NC(=O)COc2ccccc2Cl)CC1	24%
125	CCCCCn1nc(C(=O)Nc2ccc3c(c2)CCC3)c2ccccc2c1=O	15%
126	COC(=O)C1(C)NC(c2ccc(OC)cc2)C2C(=O)N(c3ccccc3)C(=O)C21 (centres undefined)	32%

# Screening data (PubChem BioAssay)
